AI-2 QS mod: modulators of Vibrio harveyi AI-2 quorum sensing system; hit rate 0.4% among 300,000; Vibrio harveyi JMH597 AI-2 luminescence/OD600 ratio, 9 h; hits give low values; strain lacks LuxN and CqsS sensors; 0 = neutral-control median; AID 2094; activity change, % at 7.5 µM; in the data active = activity change below about -75%, passing the limit was not always enough;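 note: luminescence divided by OD600 gain over 9 h not by final OD600 alone; inactives centre near 13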
DYRK1A inh: Dyrk1A (rat) kinase inhibition; Q63470; ADP-Glo luminescence, NFATc1 peptide; inhibition, % at 12.5 µM; hit rate 0.43% among 310,000; AID 504441; in the data active = inhibition above about 50%;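 note: plate controls were vehicle with enzyme for no effect and no enzyme for full effect; many of its hits are not listed in these tables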
GSK3A inh: human GSK-3 alpha kinase inhibition; P49840; hit rate 0.1% among 320,000; ADP-Glo luminescence, 60 min; inhibition, % at 10 µM;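 in the data active = inhibition above about 50%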;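 note: GST-tagged GSK-3 alpha with peptide substrate and 25 µM ATP; 0% = DMSO neutral wells and 100% = GW8510 positive control wells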
Target sequence (P49840 whole entry, looked up): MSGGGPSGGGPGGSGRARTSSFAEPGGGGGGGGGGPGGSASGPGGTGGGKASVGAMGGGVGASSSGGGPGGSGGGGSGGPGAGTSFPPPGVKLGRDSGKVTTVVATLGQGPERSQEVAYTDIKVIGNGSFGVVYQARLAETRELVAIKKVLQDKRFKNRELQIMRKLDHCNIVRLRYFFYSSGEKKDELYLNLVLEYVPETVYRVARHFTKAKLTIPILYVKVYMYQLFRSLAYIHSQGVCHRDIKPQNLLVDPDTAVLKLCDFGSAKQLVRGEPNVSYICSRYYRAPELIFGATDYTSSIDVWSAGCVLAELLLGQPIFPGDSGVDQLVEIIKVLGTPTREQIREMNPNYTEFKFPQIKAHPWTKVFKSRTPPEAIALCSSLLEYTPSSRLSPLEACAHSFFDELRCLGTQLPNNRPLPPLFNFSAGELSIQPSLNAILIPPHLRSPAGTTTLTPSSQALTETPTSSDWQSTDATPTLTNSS
GSK3B inh: blocks human GSK3beta kinase activity | P49841 | GST-GSK3beta kinase, ADP-Glo luminescence, 60 min; hits give low values | activity score (negative = inhibition), % at 10 µM | hit rate 0.038% among 300,000 | AID 2097;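 active = more than half of replicate wells score below -50%, meaning over 50% inhibition versus plate controls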;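 note: 0% = median DMSO wells and -100% = median GW8510 positive control wells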
Target sequence (P49841 whole entry, looked up): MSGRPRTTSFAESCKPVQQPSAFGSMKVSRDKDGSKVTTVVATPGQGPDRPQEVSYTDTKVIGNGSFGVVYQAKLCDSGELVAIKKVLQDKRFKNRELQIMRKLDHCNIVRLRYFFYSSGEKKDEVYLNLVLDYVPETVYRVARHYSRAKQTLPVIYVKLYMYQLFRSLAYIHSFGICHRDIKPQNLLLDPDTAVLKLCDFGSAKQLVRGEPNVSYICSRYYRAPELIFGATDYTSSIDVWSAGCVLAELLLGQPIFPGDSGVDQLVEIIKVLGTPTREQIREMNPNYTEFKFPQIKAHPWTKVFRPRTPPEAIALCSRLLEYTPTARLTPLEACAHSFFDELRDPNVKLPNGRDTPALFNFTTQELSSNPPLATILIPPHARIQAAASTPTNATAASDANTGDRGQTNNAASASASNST
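Test system: GST-tagged human GSK3beta kinase, cell-free; evaluation: activity score scaled between in-plate DMSO and GW8510 controls; measured by: ADP-Glo luminescence; incubation: 60 min reaction, RT; benchmarks: DMSO and 20 µM GW8510; reagent: peptide substrate plus 25 µM ATP (final); medium: Tris/MgCl2 kinase buffer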
HSP90 inh: blocks HSP90-mediated luciferase refolding in reticulocyte lysate; inhibition, % at 5.6 µM; Rabbit reticulocyte lysate, luciferase refolding luminescence, 3 h; hit rate 0.91% among 290,000; AID 1789;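 active = inhibition above the screen-wide mean plus 3 SD, computed separately per campaign, cut at about 16% in these data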;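 note: 0% = DMSO wells and 100% = 60 µM geldanamycin wells; inhibitors lower the luminescence because luciferase stays unfolded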
HDAC3 inh: human HDAC3 inhibition. AID 2718. inhibition, % at 8.3 µM. hit rate 0.15% among 320,000. recombinant HDAC3, fluorogenic peptide/trypsin coupled, fluorescence. O15379; in the data active = inhibition above about 26%, passing the limit was not always enough
HSF1 activator: increases HSF-1 driven luciferase reporter signal; NIH3T3-HGL HSF-1 luciferase reporter, MG132, 8 h; 100% = twice DMSO control signal; activation, % at 9 µM; hit rate 1.7% among 300,000; AID 504408;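 active = mean replicate activation of at least 50% with a set share of replicates each reaching 50%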;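 note: 0% = median of the neutral control wells and 100% = twice that signal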
PolyA inh: yeast polyadenylation inhibition. S. cerevisiae SKY197-pL101 polyadenylation reporter, beta-gal luminescence; efflux-impaired pdr1/pdr3 knockout yeast; score 100 = 6 SD above DMSO. calls only at 12 µM. hit rate 0.02% among 300,000. AID 1875;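 active = lowest replicate activity score at least 50, where 100 means six control SD above control mean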;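 note: yeast exposed to compound for 9 h at 30 °C; higher score means more reporter readthrough which indicates perturbed polyadenylation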
Platelet DG rel: modulates dense granule release in human platelets. human platelet-rich plasma, SFLLRN dense granule ATP release, luminescence. inhibition, %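 (compounds screened at 7.5 µM in platelet-rich plasma)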. hit rate 0.22% among 300,000. AID 1663;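 active = mean replicate score, as percent of positive control, at or above 50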
HSF1 inh: HSF1 inhibition; NIH3T3-HGL HSE-luciferase, MG132-induced, luminescence 8 h; hits give low values; activity change, negative = inhibition, % at 7.5 µM (by protocol); hit rate 0.77% among 300,000; AID 2098;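 active = more than half of replicate wells show activity change below -50%, luminescence cut by over half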;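 note: luciferase reports HSF-1 transcriptional activity via heat shock element; 0% = median of DMSO wells and -100% = zero luminescence signal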
* = called active by the depositor.

The first 4 entries (preview)
Results for Cc1cc(C)n(C(=O)COc2ccccc2C)n1 ?
AI-2 QS mod: 24; DYRK1A inh: 1; GSK3A inh: 2; GSK3B inh: 0; HSP90 inh: -3; HDAC3 inh: -3; HSF1 activator: 5; PolyA inh: inactive; Platelet DG rel: -1; HSF1 inh: -2

How did COc1ccc(C(=O)N2CCCC(c3nc(-c4cccs4)no3)C2)cc1OC (stereo not drawn) do in these assays?
AI-2 QS mod: -2; DYRK1A inh: 5; GSK3A inh: 5; GSK3B inh: 8; HSP90 inh: 0; HDAC3 inh: 5; HSF1 activator: -1; PolyA inh: inactive; Platelet DG rel: -7; HSF1 inh: -5

Results for CC(=O)Nc1ccc(OCCC[n+]2cccc(C(=O)[O-])c2)cc1 ?
AI-2 QS mod: 6; DYRK1A inh: -4; GSK3A inh: -1; GSK3B inh: 1; HSP90 inh: 0; HDAC3 inh: -6; HSF1 activator: -21; PolyA inh: inactive; Platelet DG rel: 12; HSF1 inh: -5

What do the screens show for `Cc1cccc(OCC(=O)Nc2ccccc2F)c1`?
AI-2 QS mod: -2; DYRK1A inh: -2; GSK3A inh: 0; GSK3B inh: -2; HSP90 inh: 0; HDAC3 inh: 5; HSF1 activator: 16; PolyA inh: inactive; Platelet DG rel: 7; HSF1 inh: -3

The whole of this part, repeating the preview:
Results for Cc1cc(C)n(C(=O)COc2ccccc2C)n1 ?
AI-2 QS mod: 24; DYRK1A inh: 1; GSK3A inh: 2; GSK3B inh: 0; HSP90 inh: -3; HDAC3 inh: -3; HSF1 activator: 5; PolyA inh: inactive; Platelet DG rel: -1; HSF1 inh: -2

How did COc1ccc(C(=O)N2CCCC(c3nc(-c4cccs4)no3)C2)cc1OC (stereo not drawn) do in these assays?
AI-2 QS mod: -2; DYRK1A inh: 5; GSK3A inh: 5; GSK3B inh: 8; HSP90 inh: 0; HDAC3 inh: 5; HSF1 activator: -1; PolyA inh: inactive; Platelet DG rel: -7; HSF1 inh: -5

Results for CC(=O)Nc1ccc(OCCC[n+]2cccc(C(=O)[O-])c2)cc1 ?
AI-2 QS mod: 6; DYRK1A inh: -4; GSK3A inh: -1; GSK3B inh: 1; HSP90 inh: 0; HDAC3 inh: -6; HSF1 activator: -21; PolyA inh: inactive; Platelet DG rel: 12; HSF1 inh: -5

What do the screens show for `Cc1cccc(OCC(=O)Nc2ccccc2F)c1`?
AI-2 QS mod: -2; DYRK1A inh: -2; GSK3A inh: 0; GSK3B inh: -2; HSP90 inh: 0; HDAC3 inh: 5; HSF1 activator: 16; PolyA inh: inactive; Platelet DG rel: 7; HSF1 inh: -3

What do the screens show for `OCCC1CN(Cc2cnn(-c3ccc(F)cc3)c2)CCN1Cc1ccsc1` (stereo not drawn)?
AI-2 QS mod: 5; DYRK1A inh: 4; GSK3A inh: 0; GSK3B inh: 0; HSP90 inh: 1; HDAC3 inh: -4; HSF1 activator: 20; PolyA inh: inactive; Platelet DG rel: -2; HSF1 inh: -2

How did O=C(CCc1ccccn1)NC1CCCc2c1cnn2-c1ccc(F)cc1F (stereo not drawn) do in these assays?
AI-2 QS mod: 27; DYRK1A inh: 1; GSK3A inh: -2; GSK3B inh: -1; HSP90 inh: 2; HDAC3 inh: 1; HSF1 activator: 9; PolyA inh: inactive; Platelet DG rel: 5; HSF1 inh: 5

How did CCC1CCCCN1CC(O)Cn1c2ccccc2n2c(=O)cc(C)c(C#N)c12 (stereo not drawn) do in these assays?
AI-2 QS mod: 20; DYRK1A inh: 3; GSK3A inh: -2; GSK3B inh: 3; HSP90 inh: 9; HDAC3 inh: 0; HSF1 activator: 21; PolyA inh: inactive; Platelet DG rel: -4; HSF1 inh: 8

Results for CC(=O)Nc1nc(SCC(=O)NCC2CCCO2)[nH]c(=O)c1NC(=O)c1cccs1 (stereo not drawn) ?
AI-2 QS mod: 20; DYRK1A inh: -5; GSK3A inh: -2; GSK3B inh: 2; HSP90 inh: -1; HDAC3 inh: -10; HSF1 activator: -1; PolyA inh: inactive; Platelet DG rel: 1; HSF1 inh: -3

How did CCN1CCN(C(=O)C2c3cc(OC)c(OC)cc3C(=O)N(C)C2c2ccc(SC)cc2)CC1 (stereo not drawn) do in these assays?
AI-2 QS mod: 12; DYRK1A inh: -4; GSK3A inh: 0; GSK3B inh: 4; HSP90 inh: 2; HDAC3 inh: 28*; HSF1 activator: -4; PolyA inh: inactive; Platelet DG rel: 0; HSF1 inh: 1

Results for CC(C)(C)C1CCc2c(C(=O)NNC(=O)CCCC(=O)O)csc2C1 (stereo not drawn) ?
AI-2 QS mod: 17; DYRK1A inh: -3; GSK3A inh: 6; GSK3B inh: 3; HSP90 inh: -3; HDAC3 inh: -2; HSF1 activator: -15; PolyA inh: inactive; Platelet DG rel: -6; HSF1 inh: -14

How did COc1ccc(/C(C)=N/NC(=O)CNC(=O)/C=C\c2ccccc2)c(OC)c1 do in these assays?
AI-2 QS mod: 15; DYRK1A inh: 0; GSK3A inh: 4; GSK3B inh: -3; HSP90 inh: -1; HDAC3 inh: 8; HSF1 activator: -69; PolyA inh: inactive; Platelet DG rel: -4; HSF1 inh: -66*

Results for CCCc1nn2c(=O)cc(CSCC(=O)Nc3ccccc3OC)nc2s1 ?
AI-2 QS mod: 34; DYRK1A inh: 3; GSK3A inh: 1; GSK3B inh: 3; HSP90 inh: 3; HDAC3 inh: 5; HSF1 activator: 6; Platelet DG rel: 3; HSF1 inh: -4

What do the screens show for `CCOC(=O)c1c(NC(=O)CSc2nnc(-c3c[nH]c4ccccc34)n2CCOC)sc2c1CCCC2`?
AI-2 QS mod: 22; DYRK1A inh: -5; GSK3A inh: -1; GSK3B inh: 2; HSP90 inh: 8; HDAC3 inh: 18; HSF1 activator: 10; PolyA inh: inactive; Platelet DG rel: -4; HSF1 inh: 10

What do the screens show for `O=C(NCC1(c2ccccc2)CCCC1)C(=O)NCC1(c2ccccc2)CCCC1`?
AI-2 QS mod: 2; DYRK1A inh: -9; GSK3B inh: -1; HSP90 inh: 5; HSF1 activator: 10; PolyA inh: inactive; Platelet DG rel: -4; HSF1 inh: 5

Results for Cc1ccc(NC(=O)c2ccc(CNc3c(N4CCC(C)CC4)c(=O)c3=O)cc2)cc1 ?
AI-2 QS mod: 33; DYRK1A inh: 5; GSK3A inh: 1; GSK3B inh: 1; HSP90 inh: 2; HDAC3 inh: 3; HSF1 activator: 5; PolyA inh: inactive; Platelet DG rel: 1; HSF1 inh: 6

How did O=C(Nc1ccc(F)cc1)c1cccc(N2C(=O)C3C4C=CC(C4)C3C2=O)c1 (stereo not drawn) do in these assays?
AI-2 QS mod: 9; DYRK1A inh: -3; GSK3A inh: -4; GSK3B inh: -3; HSP90 inh: -1; HDAC3 inh: -1; HSF1 activator: -10; PolyA inh: inactive; Platelet DG rel: 0; HSF1 inh: 1

What do the screens show for `COc1cc(CN2CCN(c3ccccc3C)CC2)cc([N+](=O)[O-])c1O`?
AI-2 QS mod: 11; DYRK1A inh: -3; GSK3A inh: -2; GSK3B inh: 3; HSP90 inh: 1; HDAC3 inh: 11; HSF1 activator: 3; PolyA inh: inactive; Platelet DG rel: 2; HSF1 inh: 5

How did COc1ccc(C2(O)C(=O)Nc3ccccc32)cc1 (stereo not drawn) do in these assays?
AI-2 QS mod: 25; DYRK1A inh: 1; GSK3A inh: -1; GSK3B inh: 0; HSP90 inh: 1; HDAC3 inh: 5; HSF1 activator: -14; PolyA inh: inactive; Platelet DG rel: -5; HSF1 inh: -4

Results for CCOC(=O)c1ccc(NC(=O)CN2C(=O)CSC(C)C2=O)cc1 (stereo not drawn) ?
AI-2 QS mod: -69; DYRK1A inh: 4; GSK3A inh: 0; GSK3B inh: 2; HSP90 inh: -3; HDAC3 inh: 3; HSF1 activator: -2; PolyA inh: inactive; Platelet DG rel: 2; HSF1 inh: -5

How did O=C(COC(=O)c1ccccc1[N+](=O)[O-])Nc1cc(S(=O)(=O)N2CCOCC2)ccc1N1CCCC1 do in these assays?
AI-2 QS mod: 1; DYRK1A inh: 7; GSK3A inh: 0; GSK3B inh: 4; HSP90 inh: 0; HDAC3 inh: 0; HSF1 activator: 14; PolyA inh: inactive; Platelet DG rel: 2; HSF1 inh: 2

Results for COc1ccccc1C(=O)Nn1c(C)nc2ccccc2c1=O ?
AI-2 QS mod: 13; DYRK1A inh: 8; GSK3A inh: 0; GSK3B inh: 2; HSP90 inh: -5; HDAC3 inh: 4; HSF1 activator: -2; PolyA inh: inactive; Platelet DG rel: -2; HSF1 inh: -2

Results for CC(C)(C)NC(=O)CN(Cc1ccc(F)cc1)C(=O)Cn1nnc(-c2ccc(F)cc2)n1 ?
AI-2 QS mod: 3; DYRK1A inh: -5; GSK3A inh: -1; GSK3B inh: -6; HSP90 inh: 0; HDAC3 inh: 2; HSF1 activator: 0; PolyA inh: inactive; Platelet DG rel: 4; HSF1 inh: -5

What do the screens show for `CC(C)C[C@H](NC(=O)Nc1ccc2c(c1)OCCO2)C(=O)O`?
AI-2 QS mod: 4; GSK3A inh: 0; GSK3B inh: 2; HSP90 inh: -2; HSF1 activator: -13; PolyA inh: inactive; Platelet DG rel: -3; HSF1 inh: -4

What do the screens show for `COC(=O)CN(c1ccc(C)cc1)S(=O)(=O)c1c(C)[nH]c(=O)[nH]c1=O`?
AI-2 QS mod: 10; DYRK1A inh: 3; GSK3A inh: 0; GSK3B inh: -1; HSP90 inh: 12; HDAC3 inh: -1; HSF1 activator: -4; PolyA inh: inactive; Platelet DG rel: -12; HSF1 inh: -8

What do the screens show for `COC(=O)c1ccccc1C(=O)N1CCCC(CNC(=O)c2ccc(F)cc2)C1` (stereo not drawn)?
AI-2 QS mod: 23; DYRK1A inh: 4; GSK3A inh: -2; GSK3B inh: 2; HSP90 inh: 0; HDAC3 inh: -3; HSF1 activator: 0; PolyA inh: inactive; Platelet DG rel: -5; HSF1 inh: -1

What do the screens show for `CSc1n[nH]c(/N=C/c2oc(O)c3ccccc23)n1`?
AI-2 QS mod: 5; DYRK1A inh: 6; GSK3A inh: 1; GSK3B inh: -1; HSP90 inh: -2; HDAC3 inh: -2; HSF1 activator: 7; PolyA inh: inactive; Platelet DG rel: -4; HSF1 inh: 3

What do the screens show for `Nc1ccc(C(=O)OCC(=O)Nc2ccc([N+](=O)[O-])cc2C(F)(F)F)cc1`?
AI-2 QS mod: 29; DYRK1A inh: 2; GSK3A inh: -6; GSK3B inh: 2; HSP90 inh: -3; HDAC3 inh: -7; HSF1 activator: -33; PolyA inh: inactive; Platelet DG rel: -5; HSF1 inh: -21

How did Cc1ccc(Cn2c(=O)c3c(ncn3C)n(C)c2=O)cc1 do in these assays?
AI-2 QS mod: 0; DYRK1A inh: -4; GSK3A inh: -2; GSK3B inh: 0; HSP90 inh: 1; HDAC3 inh: 3; HSF1 activator: -6; PolyA inh: inactive; Platelet DG rel: -4; HSF1 inh: -1

Screening results as filed in PubChem.

An excerpt. The share of hits here may be higher or lower than overall.
